# Source: PubChem
# TRHR agonist – TRH receptor (human) agonism; P34981; TRHR cells, calcium flux fluo-8, FDSS agonist mode; activation, % at 2 µM; 0.18% of 360,000 active; in the data active means activation above about 30%; further: 0% is about no effect
# Target sequence (P34981 whole entry, looked up): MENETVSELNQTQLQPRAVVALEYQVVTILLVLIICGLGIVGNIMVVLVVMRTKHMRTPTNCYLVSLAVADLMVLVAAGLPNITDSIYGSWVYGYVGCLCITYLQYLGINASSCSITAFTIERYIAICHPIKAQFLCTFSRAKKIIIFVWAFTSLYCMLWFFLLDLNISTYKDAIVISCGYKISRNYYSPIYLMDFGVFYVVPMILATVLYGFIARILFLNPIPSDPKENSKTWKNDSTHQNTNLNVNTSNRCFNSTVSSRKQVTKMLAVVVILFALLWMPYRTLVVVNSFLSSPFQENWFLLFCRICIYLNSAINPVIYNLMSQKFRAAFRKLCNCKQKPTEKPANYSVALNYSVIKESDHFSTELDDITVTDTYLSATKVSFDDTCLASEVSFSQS
#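 Fluo-8-loaded TRHR cells; 10 s baseline, compound added, kinetic Ca2+ fluorescence read 1/s, agonist mode.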
# TRHR PAM – allosterically enhances the human TRH receptor. P34981. 0.66% of 360,000 active. enhancement, % at 2 µM. TRHR cells, fluo-8 calcium fluorescence, EC20 TRH enhancement; in the data active means enhancement above about 30%; further: 0% is about no effect
#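 Enhancer read-out: after compound pinning and an initial kinetic agonist-mode read, an EC20 of TRH (10 nM final) was injected and fluo-8 calcium signal (Ex 480/Em 530) followed at 1 s/cycle for 100 cycles in TRHR-expressing cells.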
# TrxR1 inh – inhibitors of rat thioredoxin reductase 1; 1% of 390,000 active; recombinant rTrxR1, NADPH fluorescence consumption, selenite substrate; O89049; AID 588453; Potency, µM (doses to about 114 µM), for the others: top-dose activity change, negative = inhibition, hits mostly inhibitors; further: potency means the concentration at half of the fitted maximal effect; on the % scale 0 is the no-effect control and ±100 the full control effect; nearly all actives have a fitted effect of over 65% in size
#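 Rat TrxR1 (90 nM in the dispensed reagent) was pre-reduced with 400 uM NADPH for 5 min at room temperature, then incubated with compound for 15 min. After 400 uM selenite was added, NADPH fluorescence (Ex 340/Em 450 nm) was followed for 8 min.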
# TrxR1 substrate – is turned over as a substrate by rat TrxR1 | O89049 | purified TrxR1 substrate turnover, NADPH consumption readout | Potency, µM (highest dose often 114 µM), for the others: at the top dose activity change, negative = substrate turnover | 0.01% of 390,000 active; further: potency means the concentration at half of the fitted maximal effect; on the % scale 0 is the no-effect control and ±100 the full control effect; nearly all actives have a fitted effect of over 50% in size
#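 Rat TrxR1, dispensed at 90 nM, was prereduced with 400 uM NADPH (final) for 5 min at ~22 deg C, then incubated with compound 15 min before 400 uM selenite. A first-read NADPH fluorescence drop versus no-compound background flagged substrates.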
# mIDH1 inhibitor – human IDH1 R132H inhibition. O75874. IDH1-R132H enzyme, NADPH consumption, diaphorase/resazurin fluorescence. Potency, µM (highest dose often 76.6 µM), without a hit: at the highest dose activity change, negative = inhibition, most hits filed as inhibitors. 0.093% of 390,000 active. AID 602179; further: potency means the concentration at half of the fitted maximal effect; on the % scale 0 is the no-effect control and ±100 the full control effect; nearly all actives have a fitted effect of over 65% in size
#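 IDH1-R132H (0.5 ug/mL dispensed) in pH 7.5 Tris buffer was preincubated 30 min with compound, then given a substrate mix of 0.016 mM NADPH and 2 mM alpha-KG for 80 min at room temperature; remaining NADPH was read by diaphorase/resazurin fluorescence.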
# D2 antagonist – antagonizes the human D2 dopamine receptor; P14416; HEK293 TREx D2 cells, calcium flux, dopamine EC80; inhibition, % at 10 µM; 2% of 340,000 active; in the data active means inhibition above about 30%; further: 0% is about no effect
#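 Compounds are added to dye-loaded, induced HEK293 T-REx cells coupled to calcium release via D2; after a 3 min kinetic read an EC80 dopamine stimulus is given and fluorescence is recorded for 3 more min.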
# D2 ag – D2 dopamine receptor (human) agonism; P14416; activation, % at 2 µM; 0.53% of 340,000 active; HEK293 T-REx D2 cells, calcium flux agonist mode;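 active means activation over 3 SD above normal in the single-dose calcium agonist read, cut at about 30% in these data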; further: 0% is about no effect
#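 Agonism scored from kinetic calcium signal (1 read/sec, 180 s) following compound pin transfer, after a 10 s baseline. Cells: HEK293 Trex line expressing inducible D2 receptor coupled to calcium, dye-loaded after overnight culture at 30 C.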
# PI4K2A inh – inhibitors of human PI4K2A | Q9BTU6 | purified PI4K2A, ADP-Glo luminescence, 1 h; active compounds read low | activity change, negative = inhibition, % at 76.9 µM | 0.13% of 420,000 active; in the data active means activity change below about -50%;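 further: -100% = wells without enzyme as full effect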
# Target sequence (Q9BTU6 whole entry, looked up): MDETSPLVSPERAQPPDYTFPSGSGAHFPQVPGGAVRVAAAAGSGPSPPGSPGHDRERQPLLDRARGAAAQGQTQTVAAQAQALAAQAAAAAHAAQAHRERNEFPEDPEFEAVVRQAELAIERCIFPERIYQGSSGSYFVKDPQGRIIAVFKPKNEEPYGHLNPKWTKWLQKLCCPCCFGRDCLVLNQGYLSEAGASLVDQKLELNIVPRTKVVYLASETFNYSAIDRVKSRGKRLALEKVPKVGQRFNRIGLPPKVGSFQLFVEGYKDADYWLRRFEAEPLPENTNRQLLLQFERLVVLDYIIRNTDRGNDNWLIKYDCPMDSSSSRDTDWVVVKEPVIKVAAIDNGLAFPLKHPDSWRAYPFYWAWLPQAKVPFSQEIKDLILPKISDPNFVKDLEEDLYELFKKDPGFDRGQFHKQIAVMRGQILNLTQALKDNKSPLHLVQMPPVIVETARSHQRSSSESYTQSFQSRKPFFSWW
#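 Compounds are screened against recombinant PI4K2A using PI as substrate and ATP, the latter dispensed at 300 microM. Reactions run one hour at ambient temperature before ADP-Glo detection; full inhibition defined by wells lacking enzyme.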
# USP1-UAF1 inh – USP1/UAF1 (human) deubiquitinase inhibition | recombinant USP1/UAF1, Ub-Rhodamine cleavage fluorescence | Potency, µM (highest dose often 57.1 µM), for the others: at the highest dose activity change, negative = inhibition, actives largely listed as inhibitors | O94782 | AID 743255 | 0.23% of 390,000 active; further: potency means the concentration at half of the fitted maximal effect; on the % scale 0 is the no-effect control and ±100 the full control effect; nearly all actives have a fitted effect of over 60% in size; inactives centre near -12
#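 USP1/UAF1 complex at 1 nM was preincubated with compound for 15 min at room temperature, then Ub-Rho substrate (150nM final) was added. Fluorescence (480/540 nm) was read kinetically, 6 reads every 60 seconds.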
# Starred values were filed as active, the others as inactive; / = no result given; & = joins results of further samples; [ ] = remark or other dose. Unless noted, the call rests on the fitted dose curve; in most records, active means well fitted inhibition curve with a large enough effect; inconclusive means small, poorly fitted or top-dose-only effect; inactive means no such curve, though single readings can be large or run the other way.
no.	SMILES	TRHR agonist	TRHR PAM	TrxR1 inh	TrxR1 substrate	mIDH1 inhibitor
1	Cc1ccc(N2CCN(S(=O)(=O)c3ccc(-n4cnnn4)cc3)CC2)c(C)c1	0.1&-1.7	6&-3	6%&4%	-5%&3%	-6%&-11%
2	CCC(C)C(=O)Nc1nnc(SCC(=O)Nc2ccccc2F)s1 (centres undefined)	-0.5	-1	4%	1%	-1%
3	COc1ccc(N(CC(=O)Nc2ccc(F)cc2F)S(=O)(=O)c2c(C)nn(C)c2C)cc1	-0.3	8	10%	-5%	0%
4	Cc1ccc(C)c(N2CCN(C(=O)CCS(=O)(=O)c3cccc4nonc34)CC2)c1	-0.5	-1	10%[57.1 µM]	7%[57.1 µM]	-1%
5	Cc1oc2nc(SCC(=O)NCCCO)nc(N)c2c1C	0.3	29	-4%	-1%	2%
6	O=C(c1cc(COc2ccccc2)on1)N1CCCC(OCc2cccnc2)C1 (centres undefined)	-0.1	-6	-12%	-6%	10%
7	O=C(NCC1CCCO1)c1c(O)nc2sccn2c1=O (centres undefined)	-0.5	7	23%	3%	-2%
8	CCN(CC(=O)NCCc1ccc(Cl)cc1)Cc1nc2ccccc2c(=O)[nH]1	0.0	-8	28%[57.1 µM]	-10%[57.1 µM]	8%

no.	D2 antagonist	D2 ag	PI4K2A inh	USP1-UAF1 inh
1	-19	-0.7&-0.7	-1&-1	-10%&10%
2	-11	-0.1	2	-6%
3	-12	-0.5	3	-7%
4	-20	-0.2	5	-9%
5	11	0.2	11	-1%
6	-1	0.1	3	-19%
7	-7	0.5	3	-8%
8	-8	2.6	-4	0%

# Continued:
no.	SMILES	TRHR agonist	TRHR PAM	TrxR1 inh	TrxR1 substrate	mIDH1 inhibitor
9	CC1(C)CC(=O)C(C=NCCN2CCN(CC(=O)Nc3ccc(Cl)cc3)CC2)=C(O)C1	-1.2	10	-1%	-7%	-3%
10	CCSC1(SCC)N=C(N)C2(C#N)C(c3ccc(F)cc3)C12C#N (centres undefined)	1.9	-3	32µM*	-13%	6%
11	COC(=O)c1c(O)c2ccccc2[nH]c1=O	-0.8	-3	10%	-4%	5%
12	CCCn1nnc(NC(=O)c2cc(Br)ccc2OC)n1	-0.5	0	23%	9%	4%
13	CC1=C(C(=O)OC(C)C)C(c2ccc(N(C)C)cc2)C2=C(CC(C)(C)CC2=O)N1 (centres undefined)	0.1	2	36%[57.1 µM]	6%[57.1 µM]	10%
14	Cc1c(CC(=O)NCCC(C)C)c(=O)oc2cc3c(cc12)CCC(C)(C)O3	-1.2	1	-28%	103%[activator]	-10%
15	CCOC(=O)C1CCN(C(=O)Cn2nc(C)n3c(cc4sccc43)c2=O)CC1	-0.2	7	12%	-3%	-4%
16	CCOC(=O)N1CCN(c2c(-c3ccc(C(C)C)cc3)c(=O)c2=O)CC1	-1.5	-2	-3%[57.1 µM]	-5%[57.1 µM]	-3%

no.	D2 antagonist	D2 ag	PI4K2A inh	USP1-UAF1 inh
9	/	/	-1	2%
10	9	0.6	-18	-7%
11	-3	-1.6	1	-7%
12	-11	-1.2	-2	-12%
13	-7	0.4	-9	-12%
14	4	-0.6	-1	-14%
15	/	-0.1	1	-7%
16	/	/	3	-4%

# Further records
no.	SMILES	TRHR agonist	TRHR PAM	TrxR1 inh	TrxR1 substrate	mIDH1 inhibitor
17	COc1ccc(NC(=O)c2cc(C)nc3ccccc23)c(OC)c1	0.1	0	9%[57.1 µM]	8%[57.1 µM]	13%
18	COc1ccccc1CN1CCNC(=O)C1=O	0.5	-1	5%[57.1 µM]	1%[57.1 µM]	13%
19	COc1cc2[nH]c(=O)n(CCC(=O)NCc3cccnc3)c(=O)c2cc1OC	-0.1	6	9%[57.1 µM]	11%[57.1 µM]	4%
20	CC(OC(=O)CCCN=C1NS(=O)(=O)c2ccccc21)C(=O)Nc1ccccc1[N+](=O)[O-] (centres undefined)	1.0	-4	8%	-4%	-1%
21	Nc1ccc(N2CCN(c3cccc(Cl)c3)CC2)cc1	0.3	-1	-13%	-9%	1%
22	Cc1cc(N/N=C/c2ccc3c(c2)OCO3)nc2ccccc12	-0.9	-1	19%	14%	-4%
23	O=C(CC(Sc1n[nH]c(-c2ccccc2)n1)c1ccccc1)NCc1ccccc1 (centres undefined)	-0.6	-3	22%	7%	-1%
24	Cc1cc(C(=O)Nc2cccc(C(F)(F)F)c2)c2c(C)nn(-c3cccc(F)c3)c2n1	1.7	-3	45%[activator]	17%	-19%

no.	D2 antagonist	D2 ag	PI4K2A inh	USP1-UAF1 inh
17	-19	2.5	1	-13%
18	/	1.3	0	-19%
19	-5	-0.3	-1	6%
20	-12	-0.5	-2	-1%
21	3	6.4	1	-24%
22	10	0.3	0	-25%
23	-3	-1.2	-2	-9%
24	/	0.8	-3	-22%

# The listing continues:
no.	SMILES	TRHR agonist	TRHR PAM	TrxR1 inh	TrxR1 substrate	mIDH1 inhibitor
25	O=c1[nH]c2ccc(S(=O)(=O)N3CCCCC3)cc2[nH]1	-0.5	4	14%[57.1 µM]	10%[57.1 µM]	0%
26	Cc1cc(C)cc(OC(C)C(=O)Nc2nonc2-c2ccc(Br)cc2)c1 (centres undefined)	0.1	-1	-19%	39%[activator]	/
27	O=C(COC(=O)c1ccc(Cl)cc1O)NCCN1C(=O)CSC1=O	0.3	5	19%	2%	1%
28	Cc1cc(Cl)ccc1OCC(=O)n1cc(C(=O)c2cc(Cl)ccc2O)cn1	0.0	-2	/	/	/
29	Cn1nc(NC(=O)C2CCC2C(=O)O)c2c(F)cccc21 (centres undefined)	0.2	1	22%	3%	0%
30	COc1ccc(S(=O)(=O)N2CCC(c3ccncc3)CC2)cc1Cl	-0.2	-4	19%[57.1 µM]	6%[57.1 µM]	3%
31	CCC(C)(C)NC(=O)CN(C(=O)CCC(=O)Nc1nccs1)c1cccc(C)c1C	0.3	-3	5%[57.1 µM]	-6%[57.1 µM]	-1%
32	COc1ccc(-c2noc3c2-c2nc(-c4c(F)cccc4F)sc2CC3)cc1	0.2	-2	13%[57.1 µM]	2%[57.1 µM]	0%

no.	D2 antagonist	D2 ag	PI4K2A inh	USP1-UAF1 inh
25	18	0.3	3	-7%
26	/	0.7	-3	-9%
27	-8	-0.4	4	-3%
28	-2	-0.4	/	/
29	-11	0.5	1	-25%
30	/	0.5	-2	-15%
31	-2	-0.4	-5	-24%
32	-1	-0.4	-5	-2%

# Continuation:
no.	SMILES	TRHR agonist	TRHR PAM	TrxR1 inh	TrxR1 substrate	mIDH1 inhibitor
33	COc1ccccc1C=NC(CO)C(O)c1ccc([N+](=O)[O-])cc1 (centres undefined)	0.2	-3	12%[57.1 µM]	2%[57.1 µM]	0%
34	CC1(C)CC(=O)C2=C(C1)Oc1ncn(CCCn3ccnc3)c(=N)c1C2c1ccccc1 (centres undefined)	-0.2	-5	16%	11%[57.1 µM]	4%
35	COc1ccccc1-n1cc(-c2ccc(Br)cc2)[nH]c1=S	-0.1	7	-10%	-4%[57.1 µM]	3%
36	C=CCSC1=C(C#N)C(c2ccc(C(C)C)cc2)CC(=O)N1 (centres undefined)	0.1	0	21%	-1%	2%
37	Cc1cccc(NC(=O)Nc2ccccc2[N+](=O)[O-])n1	0.2	-5	24%	1%	14%
38	CCn1cc2nc(SCc3cc(C)ccc3C)n(Cc3ccc(OC)cc3)c(=O)c2n1	1.8	-6	18%[57.1 µM]	2%[57.1 µM]	11%
39	O=C(NCCNCc1ccc(F)cc1)c1ccco1	0.9	4	-11%	-5%	3%
40	Cc1ccc(Cn2c(=N)c(S(=O)(=O)c3ccc(C)cc3)cc3c(=O)n4ccccc4nc32)cc1	1.3	10	10%	-11%	0%

no.	D2 antagonist	D2 ag	PI4K2A inh	USP1-UAF1 inh
33	27	0.2	-11	-13%
34	/	/	0	-1%
35	-4	-0.5	1	-13%
36	14	-0.4	-5	-7%
37	-22	-0.5	6	-17%
38	/	0.8	-1	-7%
39	3	22	0	-11%
40	-18	-1.9	-2	52%[activator]

# Entries of single compounds as entered above:
# Entry for O=c1[nH]c2ccc(S(=O)(=O)N3CCCCC3)cc2[nH]1 = TRHR agonist = -0.5; TRHR PAM = 4; TrxR1 inh = 14%[57.1 µM]; TrxR1 substrate = 10%[57.1 µM]; mIDH1 inhibitor = 0%; D2 antagonist = 18; D2 ag = 0.3; PI4K2A inh = 3; USP1-UAF1 inh = -7%
# Entry for O=C(COC(=O)c1ccc(Cl)cc1O)NCCN1C(=O)CSC1=O = TRHR agonist = 0.3; TRHR PAM = 5; TrxR1 inh = 19%; TrxR1 substrate = 2%; mIDH1 inhibitor = 1%; D2 antagonist = -8; D2 ag = -0.4; PI4K2A inh = 4; USP1-UAF1 inh = -3%

# Reformatted as tab-separated lines: entries from further up
cpd	Molecule	TRHR agonist	TRHR PAM	TrxR1 inh	TrxR1 substrate	mIDH1 inhibitor	D2 antagonist	D2 ag	PI4K2A inh	USP1-UAF1 inh
40	Cc1ccc(Cn2c(=N)c(S(=O)(=O)c3ccc(C)cc3)cc3c(=O)n4ccccc4nc32)cc1	1.3	10	10%	-11%	0%	-18	-1.9	-2	52%[activator]
39	O=C(NCCNCc1ccc(F)cc1)c1ccco1	0.9	4	-11%	-5%	3%	3	22	0	-11%

# Next part:
no.	SMILES	TRHR agonist	TRHR PAM	TrxR1 inh	TrxR1 substrate	mIDH1 inhibitor
41	CCCCOC(=O)Nc1cc(OC)c(Cl)cc1OC	-0.5	-1	6%	-1%	4%
42	COc1cc(NC(=O)CSc2nc3[nH]ncc3c(=O)n2-c2ccccc2C)cc(OC)c1OC	-0.1	-2	-5%	-16%	-5%
43	N#Cc1c(-c2ccccc2)nc(N2CCCCCC2)[nH]c1=O	-0.3	11	8%	25%	1%
44	COc1ccc(C(=O)NCCCNC(=O)c2ccco2)cc1OC	1.7	12	-16%	-8%	-10%
45	CC1Cc2cc(S(=O)(=O)N3CCCCC3)ccc2N1C(=O)C1CCC1 (centres undefined)	0.4	-3	7%	1%	-1%

no.	D2 antagonist	D2 ag	PI4K2A inh	USP1-UAF1 inh
41	2	-0.2	-3	-24%
42	15	-1.5	-4	-6%
43	/	/	0	-12%
44	8	1.7	1	-8%
45	9	17	6	-8%

# Rows were taken by chance; 3.9% or so of the library scored in one or more.
